# p53ts 32C kill – p53ts cell cytotoxicity, permissive temperature | H1299-p53A138V at 32C, ATP luminescence viability, 24 h | Potency, µM (top dose mostly 46.1 µM), for inactives: at the top dose activity change, negative = cytotoxicity, hits mostly cytotoxic | actives 0.93% (n = 130,000);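 further: 0% = DMSO and -100% = full killing by reference compound; nearly all actives have a fitted effect of over 55% in size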
#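 H1299-p53 A138V cells (temperature-sensitive p53) exposed 24 h to up to 46 uM compound at 32C, where p53 is wild-type in conformation. Viability read as ATP luminescence and normalised to DMSO and 100 uM tamoxifen. AC50 fitted with the Hill equation.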
# p53ts 39C tox – kills p53ts cells at the nonpermissive temperature; actives 1.5% (n = 130,000); AID 902; Potency, µM (highest dose often 46.1 µM), inactives show at the top dose activity change, negative = cell killing, actives largely listed as cytotoxic; H1299-p53A138V viability at 39C, ATP luminescence, 24 h; further: nearly all actives have a fitted effect of over 55% in size
# IkB sig inh – IkB pathway inhibition in ABC-DLBCL cells | ABC-DLBCL IkBa-CBG/CBR dual luciferase ratio, 4 h; response scale: scaled: untreated 0%, proteasome inhibitor 100% | Potency, µM (series often up to 57.1 µM), for the others: at the highest dose IkBa stabilization activation | actives 0.04% (n = 110,000); active means well fitted curve in the direction sought with a large enough effect in the signal ratio, not every such curve was filed as active; inconclusive means small, poorly fitted or top-dose-only effect, or a change in a side signal; the % refers to the signal ratio;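 further: the direction sought is a rising ratio; 0% = basal untreated cells and 100% = reference inhibitor full response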
#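 Luminescence ratio of IκBα-fused green versus native red beetle luciferase in OCI-Ly3 cells, 4 h post-doxycycline with compound; red signal alone, scaled from basal (0%) to zero light (-100%), flagged nonspecific or cytotoxic effects.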
# Imprint erasure – genomic imprint erasure induction; mouse ES Peg3-LacZ reporter, beta-gal luminescence, 40 h; Potency, µM (doses to about 60.7 µM), inactives show at the top dose activity change, positive = activation, usual class: activators; actives 0.02% (n = 110,000); AID 1948;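 further: 0% = negative control wells on the plate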
#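 Each well holds 300 Peg3LacZ-Neo (maternal) female ES cells incubated 40 h at 37C, 5% CO2. LacZ is measured by BetaGlo luminescence, with AC50 and maximum efficacy derived from dose-response curves.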
# * hit, by the source's call; ? = inconclusive; / = no result given; & = joins results of further samples; [ ] = another dose, or the depositor's remark. Unless noted, the call rests on the fitted dose curve; in most records, active means well fitted curve in the direction sought with a large enough effect; inconclusive means small, poorly fitted or top-dose-only effect, or another doubt; inactive means no such curve, though single readings can be large; an effect the other way counts as inactive or inconclusive. Unless noted, on the % scale 0 is the no-effect control and ±100 the full control effect; potency means the concentration at half of the fitted maximal effect.
SMILES,p53ts 32C kill,p53ts 39C tox,IkB sig inh,Imprint erasure
Cc1ccc(-c2nn(-c3ccccc3)c3[nH]c(=O)c(CNCc4ccccc4)cc23)cc1,-5%,16%,/,/
COc1cc2nc(-c3cccs3)oc(=O)c2cc1OC,2%,8%,1.7%,0%
COc1ccc(C2CC(c3ccc(F)cc3)Nc3nc(N)nn32)cc1OC (stereo unspecified),9%,5%,-1.6%,-5%
Cc1nn2c3c(cnc2c1-c1ccccc1)C(=O)CC(c1ccco1)C3 (stereo unspecified),6%,16%,-2.8%,-7%
COc1cc2cc(CNc3ccc(C)cc3)c(=O)n(CC(=O)Nc3ccc(F)cc3F)c2cc1OC,-7%,-14%,2.9%,3%[10.9 µM]
COC(=O)[C@@]1(Cc2ccc(F)cc2)[C@H]2c3cc(C(=O)N4CCCC4)n(Cc4c(CO)[nH]cc(C)c4=O)c3C[C@H]2CN1C(=O)c1ccccc1,12%,9%,/,-4%
O=C(Nc1cnn(C23CC4CC(CC(C4)C2)C3)c1)c1cnn2cccnc12,?,?,-0.4%,28%
COC(=O)Nc1ccc(Oc2ccccc2)cc1,2%,2%,2.6%,-11%
COc1ccc(CCNC(=O)C(=O)NCC(c2ccco2)S(=O)(=O)c2cccs2)cc1 (stereo unspecified),1%,-21%,-3.5%,?
C=CCc1ccc(O)c(OC)c1,-1%[1.84 µM],-4%,0.4%,-3%&-2%&-2%
Cc1cn(CC[C@H](N)C(=O)O)c(=O)[nH]c1=O,-9%[9.22 µM],-3%[9.22 µM],0.1%[11.4 µM],-4%[10.9 µM]
O=C(C1CC1)N(CCc1ccccc1)Cc1nc2ccccc2c(=O)[nH]1,2%,1%,1.4%,-9%
N#Cc1cccc(-c2nccc(NCc3cccs3)n2)c1,-4%,?,-0.4%[11.4 µM],-14%
Cc1ccc(C)c(CNC(=O)c2cnc3sc(N4CCCC4)nn3c2=O)c1,-9%,4%,-1.2%,7%[10.9 µM]
Cc1ccccc1Nc1nn2c(=O)c3ccc(C(=O)NCc4ccccc4)cc3nc2s1,-28%,-4%,0.1%,-17%[10.9 µM]
Cc1ccc(O)c(C(CC(=O)NCC2(c3ccccc3)CCCC2)c2ccccc2)c1 (stereo unspecified),?,?,?,-8%[10.9 µM]
COc1ccc(CNCc2c(C(=O)O)c(C)n(Cc3ccc(Cl)cc3)c2C)c(OC)c1,2%,-16%,1.1%,16%[10.9 µM]
Cc1ccc(C)c(NC(=O)CSc2nnc(-c3ccccc3C)o2)c1,-12%,-3%,4.5%,-43%[inhibitor]
CCOc1ccc(S(=O)(=O)N2CCN(C)CC2)c(C)c1C,-3%,-4%,0.2%,-14%
O=C(Nn1cnc2ccccc2c1=O)c1ccccc1Cl,-18%,-6%,-1.3%,-4%
COc1ccccc1CNC(=O)CN(c1ccccc1OC)S(C)(=O)=O,0%,1%,0.6%,3%[10.9 µM]
Cc1cccc(NC(=O)CSc2nnc(CSc3nc(C)cc(C)n3)o2)c1,8%,0%,0.7%,1%
COc1ccc(-c2coc3cc(O)ccc3c2=O)c(O)c1O,6%,-12%,/,-24%
CCC(=O)N1CCCc2cc(S(=O)(=O)Nc3ccc(C)c(C)c3)ccc21,3%,12%,?,?
Cc1cccc(-c2nc(CSCC(=O)N3CCN(c4cccc(C)c4C)CC3)c(C)o2)c1,9%,-25%,?,-8%[10.9 µM]
O=C(Nc1ccc2c(c1)OCO2)c1cc2ncc(Br)cn2n1,-5%,-4%,-0.5%,22%
CCc1cc(=O)[nH]c(SCc2nc(-c3ccc(C(F)(F)F)cc3)no2)n1,-1%,6%,?,17%[10.9 µM]
COC(=O)C1=C(C)Nc2nc(-c3ccccc3)nn2C1c1ccc(C)o1 (stereo unspecified),-4%,3%,?,-18%
O=c1c2cc3c(cc2nc2sc(Nc4ccc(F)cc4F)nn12)OCO3,-26%,?,-2.6%,4%[10.9 µM]
CCOC(=O)/C(C#N)=C/c1ccc(N2CCN(Cc3ccccc3)CC2)cc1,0%,-7%,/,/
O=C(NCc1ccco1)C(NS(=O)(=O)c1cccc2nsnc12)c1ccccc1 (stereo unspecified),15%,-5%,0.8%,8%
COc1ccc(C(=O)NCc2nnc(SCC(=O)N3CCc4ccccc43)n2C2CCCCC2)cc1,-15%,8%,/,/
Cc1csc(NC(=O)CNS(=O)(=O)c2cccs2)n1,-7%,2%,0.4%,-6%
Cc1ccc(C)c2[nH]c(=O)c(CCNC(=O)c3ccc4c(c3)OCO4)cc12,-17%,-14%,-1.0%,5%
O=C(O)CCc1nnc2cnc3ccccc3n12,3%,-1%,-0.9%,4%[10.9 µM]
COCCCNC(=O)c1ccc(CS(=O)(=O)c2ccc(OC)cc2)o1,7%,3%,0.1%,0%
CCC(=O)N1CCc2cc(Br)cc(S(=O)(=O)CCC(=O)NCc3ccco3)c21,-2%,-2%,-0.8%,-12%
Cc1cc(C)c(Cn2c3ccccc3c3cnn(CC(=O)NCCC4=CCCCC4)c(=O)c32)c(C)c1,5%,3%,1.6%,-17%[10.9 µM]
CCOc1cc(C(=O)OCc2cc(=O)n3nc(CC)sc3n2)cc(OCC)c1OCC,-3%,-11%,-1.7%,-8%[10.9 µM]
CCOC(=O)Cn1c(=N)n(Cc2ccc(C(C)(C)C)cc2)c2ccccc21,-13%,?,?,-9%[10.9 µM]
Cc1cc(NC(=O)c2cc3nc4c(c(C(F)(F)F)n3n2)CCc2ccccc2-4)no1,-1%,-2%,3.3%,-2%
Cc1ccc(C(=O)N(CN2CCCC2=O)c2ccc(F)cc2)cc1C,4%,0%,1.7%,-10%
Cc1cccc(C)c1OCC(=O)Nc1c(C(=O)c2ccccc2)oc2ccccc12,4%,24%,0.9%,-7%[10.9 µM]
Cn1c(C(=O)NCCc2ccccc2)cc2c(=O)n3ccccc3nc21,-2%,9%,?,-14%[10.9 µM]
COc1ccccc1-c1noc(CCC(=O)Nc2cccc(C(F)(F)F)c2)n1,-3%,1%,?,-21%
C=CCn1c(=N)c(C(=O)NCCCOC)cc2c(=O)n3ccccc3nc21,-3%,4%,0.4%,-3%
COc1cc(NC(=O)N2CCC3(CC2)Nc2cc(F)ccc2-n2cccc23)cc(OC)c1OC,-2%,-10%,?,-18%[10.9 µM]
CCOC(=O)/C=C1\SCC(=O)N1CCOc1cccc(Br)c1,8%,-7%,2.6%,-4%

# Among those listed so far, three have a COOH group.
SMILES,p53ts 32C kill,p53ts 39C tox,IkB sig inh,Imprint erasure
Cc1cn(CC[C@H](N)C(=O)O)c(=O)[nH]c1=O,-9%[9.22 µM],-3%[9.22 µM],0.1%[11.4 µM],-4%[10.9 µM]
COc1ccc(CNCc2c(C(=O)O)c(C)n(Cc3ccc(Cl)cc3)c2C)c(OC)c1,2%,-16%,1.1%,16%[10.9 µM]
O=C(O)CCc1nnc2cnc3ccccc3n12,3%,-1%,-0.9%,4%[10.9 µM]

# (cont.)
SMILES,p53ts 32C kill,p53ts 39C tox,IkB sig inh,Imprint erasure
COc1ccc(-c2c(O)c3c(OC)c4c(cc3oc2=O)OC(C)(C)C=C4)cc1,7.9µM*,6.3µM*,/,1%
Cn1cc(C(=O)NC2CCCCCCC2)c(=O)c2cc(S(=O)(=O)N3CCCC3)ccc21,1%,0%,-0.8%,7%
CC1(C(=O)Nc2nccs2)Cc2ccccc2C(=O)O1 (stereo unspecified),3%,-4%,?,-24%
CCOc1ccc(C(=O)NCC(c2cccs2)S(=O)(=O)c2ccccc2)cc1 (stereo unspecified),3%,-22%,0.0%,-11%[10.9 µM]
Cc1cccc(N2CCN(C(=O)CCCCn3c(=O)[nH]c4ccsc4c3=O)CC2)c1C,3%,-4%,?,-8%[10.9 µM]
CCOC(=O)C1=C(C)OC(N)=C(C#N)C1c1c(C)nn(-c2ccc(C)cc2)c1Cl (stereo unspecified),-4%,-1%,5.5%,/
Cc1ccc(-c2nc(CS(=O)(=O)CC(=O)N3CCN(c4ccccc4)CC3)c(C)o2)cc1,4%,-22%,?,19%[10.9 µM]
CCOc1cc(C(N)=O)cc(Br)c1OC,-24%,-9%,/,/
CCCN1C2CCCC1CC(NC(=O)Nc1cccc(C(C)=O)c1)C2 (stereo unspecified),-7%,-10%,1.3%,-15%
CCN(CCCNC(=O)c1nn(-c2ccc(C)cc2)c(=O)c2c1c1ccccc1n2C)c1cccc(C)c1,-12%,-16%,-2.1%,25%[10.9 µM]
CCCCOc1nnc(-c2ccc(OCC)cc2)c2ccccc12,-5%,?,?,-15%[10.9 µM]
COCCNC(=O)Cc1ccc(Br)cc1,6%,8%,2.6%,-5%
Cc1ccc(Cl)cc1NC(=O)Cn1c(=O)c(CNc2ccccc2)cc2cc3c(cc21)OCCO3,3%,-17%,?,5%[10.9 µM]
CCCCOc1ccc(-c2nnn(CC(=O)NCc3ccco3)n2)cc1,-9%,-20%,2.4%,/
O=C(CSc1nnnn1C1CCCC1)N1CCCc2ccccc21,0%,-16%,-0.6%,-15%
CSCC[C@H](NC(=O)OC(C)(C)C)c1nnc(SCC(N)=O)o1,-13%,4%,1.3%,-10%
CCOc1ccc(C(=O)Nc2ccccc2OCc2cc(=O)n3ccccc3n2)cc1,-2%,-29%,-0.7%,5%[10.9 µM]
COc1ccc(N(C(=O)COc2ccccc2)C2C=CS(=O)(=O)C2)c(OC)c1 (stereo unspecified),-10%,3%,-0.5%,-1%
N#CCCN(C1CCCCC1)S(=O)(=O)CCOc1ccccc1,1%,-11%,-0.1%,-13%
COc1ccc(NC(=O)C2CCCN(S(=O)(=O)c3cccc4cccnc34)C2)cc1OC (stereo unspecified),-1%,-5%,3.7%,-14%
Cc1ccccc1OCC(=O)Nc1cccc(C(=O)OCc2cc(=O)n3c(C)csc3n2)c1,-20%,-19%,?,2%[10.9 µM]
CC(C)c1nc2cc3ccccc3cc2[nH]1,-13%,-22%,?,-21%
CO/N=C\C[C@@H]1C=C[C@H](OC(C)=O)[C@H](COC(C)=O)O1,4%[9.22 µM],3%[9.22 µM],/,/
CCOc1ccccc1NC(=O)Cn1ccn(Cc2ccc(C)cc2)c(=O)c1=O,-1%,-4%,1.1%,-2%[10.9 µM]

# Part of the list above, limited to p53ts 39C tox.
compound	p53ts 39C tox
CCOc1ccc(C(=O)Nc2ccccc2OCc2cc(=O)n3ccccc3n2)cc1	-29%
COc1ccc(N(C(=O)COc2ccccc2)C2C=CS(=O)(=O)C2)c(OC)c1 (stereo unspecified)	3%
N#CCCN(C1CCCCC1)S(=O)(=O)CCOc1ccccc1	-11%
COc1ccc(NC(=O)C2CCCN(S(=O)(=O)c3cccc4cccnc34)C2)cc1OC (stereo unspecified)	-5%
Cc1ccccc1OCC(=O)Nc1cccc(C(=O)OCc2cc(=O)n3c(C)csc3n2)c1	-19%

# (further entries)
SMILES,p53ts 32C kill,p53ts 39C tox,IkB sig inh,Imprint erasure
COC(=O)CSc1nc2ccccc2n1CC(=O)N(C(C)C)C(C)C,-2%,-9%,0.2%,-1%
C=CCN(C(=O)CNC(=O)c1ccco1)C(C(=O)NC1CCCCC1)c1ccc(OC)cc1OC (stereo unspecified),15%,14%,5.6%,/
FC(F)(F)c1ccccc1-c1cc(NCc2cccnc2)ncn1,19%,5%,2.0%[11.4 µM],0%
C1CCOC1,7%[1.84 µM],-2%,-1.2%,29%
Cc1ccc(NC(=O)CSc2ccc3nnc(CCNS(=O)(=O)c4ccccc4)n3n2)cc1Cl,4%,-9%,?,-13%[10.9 µM]
CCOC(=O)c1c(NC(C)=O)sc2c1CCCNC2=O,11%,1%,0.1%,-1%
O=S(=O)(CC(CN1CCCC1)N1CCCC1)c1ccc2ccccc2c1 (stereo unspecified),-3%,-21%,?,-9%
C[C@H](NC(=O)C1(c2ccccc2)CCN(C(=O)[C@H]2CSCN2C(=O)OC(C)(C)C)CC1)C(=O)O,-1%,10%,-2.6%,-13%
CCc1nnc(SC(CC)C(=O)Nc2ccc(OC)c(Cl)c2)c2cc3occc3n12 (stereo unspecified),7%,-9%,4.7%,-9%[10.9 µM]
COc1ccc(OC)c(NC(=O)Nc2cccc(OCc3cc(=O)n4cc(C)ccc4n3)c2)c1,6.3µM*,6.3µM*,?,7%[10.9 µM]
COc1ccc2c(c1)c1c(c(=O)n(Cc3ccccc3)c(=O)n1CC(=O)NCc1ccccc1)n2C,11%,-17%,?,13%[10.9 µM]
COc1ccc2[nH]cc(CCNc3cc(-c4ccccc4Cl)ncn3)c2c1,-1%,6%,-0.6%[11.4 µM],?

# From PubChem
